# Growth percent in the NCI-60 one-dose screen (48 h, 10 µM unless noted): 100 = growth as untreated, 0 = no growth, -100 = all killed.
# HL-60(TB) – HL-60(TB) leukemia cells | 78,000 tested, 9% active | AID 1794776; active = growth percent below 10
# The depositor's hits bear a star; & = joins results of further samples; [ ] = remark or other dose. An excerpt. The share of hits here may be higher or lower than overall.
SMILES,HL-60(TB)
COC(CC(F)F)c1cn(S(=O)(=O)c2ccc(C)cc2)c2ccccc12 (stereo not drawn),8.9*
CCOC(=O)c1[nH]cc2c1CCc1sc(Nc3ncccn3)nc1-2,90
CC1(c2ccccc2)CC(c2ccccc2)=C(C#N)C(=O)N1 (stereo not drawn),96
NCCCNc1nc2ccccc2c2c(=O)c3cc(F)cc(Cl)c3sc12,75
N=c1c2cn[nH]c2nc2sc3cc(Cl)c(Cl)cc3n12,96
O=C(Nc1nn(-c2c(Cl)cc(Cl)cc2Cl)nc1-c1ccccc1)c1ccccc1,98
CC1CC(C)(C)NC2(CCCC2)N1 (stereo not drawn),76
CCCCCCCCCCCCCCCCCCNC(=O)Nc1cc(C(C)C)c(O)cc1C,102
CCOP1(=O)OCCN(C)C(=O)C1NC(=O)c1ccccc1 (stereo not drawn),102
Cc1ccc(C(=O)CCC(=O)NNc2ccc(S(N)(=O)=O)cc2)cc1,77
COc1cc(CNC(=O)C2CCC(=O)N2)cc(OC)c1OC (stereo not drawn),128
C/C(=C\CCc1ccsc1)CC/C=C(\C)CCCN1CCN(CCO)CC1,-38*
Clc1ccc(/C(=N/N2CCCCCC2)c2ccccc2)cc1,77
COc1ccc([C@H]2C(C(=O)c3ccc(Cl)cc3)C3(N[C@@H]2c2ccccc2)C(=O)Nc2ccc(Br)cc23)cc1 (stereo partly drawn),15
Cn1cc(/C=C2/C(=O)Nc3ccc(Cl)cc32)c2ccccc21,84
O=C(NCc1ccccc1)Nc1cccc2c(NC(=O)NCc3ccccc3)cccc12,97[100 µM]
O=c1[nH]ncc(Br)c1Br,66
O=C1c2ccccc2CN1c1ccccc1,75
CC(=O)c1ccc2c3ccccc3n(C(C)=O)c2c1,93
O=C(OCCCc1ccccc1)C(Cl)(Cl)Cl,105
CCOC(=O)c1cnc2ccccc2c1Nc1cccc(S(=O)(=O)NC)c1,95
C[n+]1c(/C=C/c2c[nH]c3ccccc23)ccc2ccccc21,74
Cc1ccc(C2=N/C(=C\c3ccccc3)C(=O)O2)cc1,96
COc1ccc2cc(C(C)C(=O)Nc3ccc(C(=O)Nc4ccc(S(N)(=O)=O)cc4)cc3)ccc2c1 (stereo not drawn),116
N#CC1=C(/C=C\c2ccccc2)C2C(=O)N(c3ccccc3)C(=S)N2C1=O (stereo not drawn),99
# Other compounds follow.
SMILES,HL-60(TB)
COc1cc(C=C2C(=O)N(C)C(=O)N(C)C2=O)cc(OC)c1O,102
COc1ccc(/C=c2\c(=O)n(-c3ccccc3)c3nnc(-c4ccccn4)n23)cc1,101
NC(Cc1ccccc1)(C(=O)O)c1ccccc1 (stereo not drawn),94
CCOC(=O)c1sc(/N=C2\NC(=O)/C(=C/c3ccc(OC)c(OC)c3)S2)nc1C,101
O=C(S)CNC(=O)c1ccccc1,91
COc1ccc(-c2nn(-c3cccc(Cl)c3)cc2-c2nc(N)[nH]c(=O)c2C(C)=O)cc1,91
COc1ccc(-c2cc(-c3cc(-c4ccc(OC)cc4)nc(N)n3)nc(N)n2)cc1,84
CCc1n(O)cc[n+]1[O-],102
C=CCN1C(C)(C)NC(=S)C1(C)C,86
COC(=O)C1CCCN1C(=O)CNC(=O)OC(C)(C)C (stereo not drawn),108
Nc1nc2c(s1)CCCc1ccn(S(=O)(=O)c3ccccc3)c1-2,98
O=C(NNc1nc(N2CCN(C3CCCCC3)CC2)nc(N2CCN(C(c3ccccc3)c3ccccc3)CC2)n1)c1ccccc1,87
N#C/C(=C/c1ccc(O)cc1)c1nnc(NC(=O)c2ccc(-n3c(=O)[nH]c4ccccc4c3=O)cc2)s1,101
N#CCN1C(=O)C2C3=C(CCCC3)SC2N=C1CN1CCCC1 (stereo not drawn),66
CC1=C2C(=O)[C@](C)(CO)C=C2C(=O)[C@](C)(O)C12CC2,-22*
O=C(C1=C(O)CC2c3ccccc3N(Cc3ccccc3)C12)N1CCCCC1 (stereo not drawn),106
COc1cccc(-c2nn(-c3ccccc3)cc2-c2ccnc(NCCNS(=O)(=O)c3ccccc3)c2)c1,8.9*
NC(=O)C(=O)NO,98
O=C(Nc1ccc(OS(=O)(=O)c2ccccc2)cc1)C1CCCCC1,94
Cc1ccc(NC(=O)CNC(=O)CN2C(=O)c3ccccc3C2=O)cc1,108
CCCCCCOC(=O)c1cccnc1,82
CCC(C)C1(C2CCCC2)NC(=O)NC1=O (stereo not drawn),98&63
NCCC1CCCCC1,109
COc1cc(C2CC(c3ccc(Cl)cc3)=Nc3c(N)nc(N)nc3N2)ccc1Oc1nc(NCCO)nc(N2CCOCC2)n1 (stereo not drawn),49
CC[C@H](CC[C@@H](C)[C@H]1CC[C@H]2[C@@H]3CC(=O)C4=CC(=O)/C(=C\c5ccco5)C[C@]4(C)[C@H]3CC[C@]12C)C(C)C,75
# Next results.
SMILES,HL-60(TB)
CC(=O)N1N=C(c2ccc(Nc3nc(NCCO)nc(NCCO)n3)cc2)CC1c1ccc(Cl)cc1 (stereo not drawn),117
Nc1nccnc1Cl,95
CC1=C(C)C(=O)C(Nc2cccc(C(F)(F)F)c2)=C(Br)C1=O,55
O=C(O)Cc1ccc(N2N=C(c3ccccc3)CC2=O)cc1,124
CC(=O)Nc1nc(OC(C)=O)c(Cc2cc(Cl)ccc2Cl)s1,79
N#Cc1c(Cl)nc(SCc2ccc(F)cc2)nc1-c1ccc(F)cc1,50
O=C1NC(=O)/C(=C/c2c(-c3ccccc3)nc3sc(COc4ccccc4)nn23)S1,91
CCN(CC)CCC(C#N)c1ccccc1 (stereo not drawn),83
CC(=O)OCCC#N,92
O=S(=O)(O)SCc1ccccc1CSS(=O)(=O)O,118
O=C(/C=C/c1c[nH]c2ccccc12)c1cc2ccccc2o1,38
Clc1ccc(Nc2nc(Cl)nc(NC3CCCC3)n2)cc1,118
CC(=O)c1ccc(N=C2N=c3ccccc3=C/C2=C\c2c(O)[nH]c(=O)[nH]c2=O)cc1,98
COC(=O)CN(C)P(=O)(N1CC1)N1CC1,115
CC1=C(C#N)C2=Nc3cccc4cccc(c34)N2C(=O)C1,86
CCN(CC)CCOc1nc2cc(OC)c(OC)cc2c2c1-c1ccc(OC)cc1C2=O,93
CCCCCn1sc(=O)n(Cc2ccc(CNC(=O)c3ccccc3OC(C)=O)cc2)c1=O,40
Cc1nc(-c2cc3ccccc3oc2=O)ccc1C(=O)/C=C/c1ccc(Cl)cc1,102
C(=NCCN=Cc1ccccc1)c1ccccc1,111
COc1ccc(-c2nnc(CSc3nc4sc(C(N)=O)c(C)c4c(=O)n3Cc3ccccc3)o2)cc1,131
CC1=CC(C)(C)NC(=S)N1c1ccc(C)cc1S(=O)(=O)O,98
COc1ccc2c(c1)c(-c1csc(-c3ccc4ccccc4c3)n1)cn2C,103
COC(=O)c1cccc2c1N(C)c1c(cccc1C(=O)OC)CC2,72
N#Cc1c(-c2ccc(F)cc2)nc(NN)nc1N1CCOCC1,96
COCCNC(=O)c1c(N)n(Cc2ccco2)c2nc3ccccc3nc12,83

# Arranged by length of the SMILES (ascending): 18 of the compounds above.
SMILES,HL-60(TB)
Nc1nccnc1Cl,95
CC(=O)OCCC#N,92
CCN(CC)CCC(C#N)c1ccccc1 (stereo not drawn),83
C(=NCCN=Cc1ccccc1)c1ccccc1,111
COC(=O)CN(C)P(=O)(N1CC1)N1CC1,115
O=S(=O)(O)SCc1ccccc1CSS(=O)(=O)O,118
Clc1ccc(Nc2nc(Cl)nc(NC3CCCC3)n2)cc1,118
O=C(O)Cc1ccc(N2N=C(c3ccccc3)CC2=O)cc1,124
O=C(/C=C/c1c[nH]c2ccccc12)c1cc2ccccc2o1,38
COC(=O)c1cccc2c1N(C)c1c(cccc1C(=O)OC)CC2,72
CC1=CC(C)(C)NC(=S)N1c1ccc(C)cc1S(=O)(=O)O,98
N#Cc1c(Cl)nc(SCc2ccc(F)cc2)nc1-c1ccc(F)cc1,50
COc1ccc2c(c1)c(-c1csc(-c3ccc4ccccc4c3)n1)cn2C,103
Cc1nc(-c2cc3ccccc3oc2=O)ccc1C(=O)/C=C/c1ccc(Cl)cc1,102
CCCCCn1sc(=O)n(Cc2ccc(CNC(=O)c3ccccc3OC(C)=O)cc2)c1=O,40
O=C1NC(=O)/C(=C/c2c(-c3ccccc3)nc3sc(COc4ccccc4)nn23)S1,91
CC(=O)N1N=C(c2ccc(Nc3nc(NCCO)nc(NCCO)n3)cc2)CC1c1ccc(Cl)cc1 (stereo not drawn),117
CC(=O)c1ccc(N=C2N=c3ccccc3=C/C2=C\c2c(O)[nH]c(=O)[nH]c2=O)cc1,98

# Further structures:
SMILES,HL-60(TB)
C=C(C)[C@@H]1CC=C2c3sc(-c4ccc(O)cc4)nc3C[C@@H](C)[C@]2(C)C1,94
O=C(OC(=O)c1ccccc1)c1ccccc1,91
CCCCCCN1C(=O)C2(NCc3c(nc4c(c(C)nn4-c4ccccc4)c3-c3ccc(C)cc3)N2)c2ccccc21 (stereo not drawn),88
COc1cc(-c2ccc(C)n2-c2ccc(-c3nc4cc(OC)c(OC)c(OC)c4s3)cc2)cc(OC)c1OC,39
C=C(C)[C@@H]1CC[C@@]2(C(=O)O)CC[C@]3(C)C(CCC4[C@@]5(C)CCC(OS(=O)(=O)c6ccccc6)C(C)(C)C5CC[C@]43C)C12 (stereo partly drawn),21
CCCc1cn(CC(=O)Nc2nc3ccccc3s2)nn1,101
CCOC(=O)/C=C1\S/C(=N\Nc2cc(=O)[nH]c3ccccc23)N(c2ccccc2)C1=O,99
O=C(CSc1nc2sc3c(c2c(=O)n1-c1ccccc1)CCCCC3)N/N=C/c1ccc([N+](=O)[O-])cc1,105
CCCCCCCC(C)(N)C(=O)O (stereo not drawn),103
C=C(C)[C@@H]1CC[C@]2(C(=O)N3CCN(C)CC3)CC[C@]3(C)[C@H](CC[C@@H]4[C@@](C)(CCC(=O)N5CCN(C)CC5)[C@H](C(=C)C)CC[C@]43C)[C@@H]12,97
COc1ccc2c(c1)c(-c1nc(-c3c[nH]c4c(Cl)nccc34)cs1)cn2C(=O)OC(C)(C)C,83
N#CCNC(=O)c1ccc(-c2ccnc(Nc3ccc(N4CCOCC4)cc3)n2)cc1,-25*
CN(C)CCN1CCC(Cc2ccccc2)CC1,101
Cn1c(=O)c2[nH]c(SCC(=O)c3ccccc3)nc2n(C)c1=O,101
O=C1OC=N/C1=C/c1ccccc1,105
Cc1cc(-c2cc(C)nc(N)n2)nc(N)n1,91
C#C[C@]1(O)CC[C@H]2[C@@H]3CC=C4c5sc(Nc6cc(F)ccc6F)nc5CC[C@]4(C)[C@H]3CC[C@@]21C,-1.2*
c1ccc(-c2n(Cc3ccc4ccccc4c3)c3c4ccccc4c4ccccc4c3[n+]2Cc2ccc3ccccc3c2)cc1,-61*
O=C(CCN1CCOCC1)c1ccc([N+](=O)[O-])cc1,116
CCN(C(=S)Nc1ccccc1)c1ccccc1,91
Cc1ccc(C)n1C1c2ccccc2Oc2ccccc21,105
O=C1OCC/C1=C\N1CCCCC1,98
O=C1S/C(=C\c2ccc(Cl)cc2)C(=O)N1Cc1cc2ccccc2nc1Cl,101
Cc1ccc(C(=O)CSc2nc3c([nH]2)c(=O)n(C)c(=O)n3C)cc1,104
CCOC(=O)C1=C(c2ccccc2)N=c2s/c(=C/c3ccc(Br)cc3)c(=O)n2C1c1cc(OC)c(OC)c(OC)c1 (stereo not drawn),94
# Continued:
SMILES,HL-60(TB)
CN(C)c1ccc2c(c1)Sc1cc(N(C)C)ccc1N2C(=O)c1ccccc1,237
O=S(=O)(NCCNc1nccc(-n2cnc3ccccc32)n1)c1ccc(Cl)cc1,113
O=C1NCCN1c1ncc([N+](=O)[O-])s1,126
COc1ccc2c(c1)c(CC(=O)Nc1ccc(OC)c(C(N)=O)c1O)c(C)n2C(=O)c1ccc(Cl)cc1,111
COc1ccc2[nH]cc(-c3nc(-c4cn(C)c5ncccc45)cs3)c2c1,76
CC(C)C(=O)Nc1cccc(-c2ccc(C#N)n2C)c1,94
COc1cc(OC)c2ccc(C=O)c(O)c2c1,81
COc1ccc(COc2ccc(/C=C3/C(=O)Nc4ccc(Cl)cc43)cc2OC)cc1,100
COc1cc2cc3c(nc2cc1OC)CCN3Cc1ccc(NC(=O)Nc2ccc(Cl)c(Cl)c2)cc1,102
Nc1ccc(C(OC(=O)c2cc3ccccc3c(Cc3c(O)c(C(=O)OC(c4ccc(N)cc4)(c4ccc(N)cc4)c4ccc(N)cc4)cc4ccccc34)c2O)(c2ccc(N)cc2)c2ccc(N)cc2)cc1,4.2*
COc1ccc(Cn2cc3c(c2-c2ccccc2)CCc2c(CO)noc2-3)cc1N,87
Cn1c(=O)c2[nH]c(Cc3ccc(OCc4ccccc4)cc3)nc2n(C)c1=O,83
O=C(Nc1ccn(CCOC(=O)c2ccccc2)c(=O)n1)c1ccccc1,95
N#CC(C#N)=Cc1c[nH]c2ccccc12,102
O=NN(CC(=O)O)Cc1ccccc1,103
CC1Sc2ccc(C(=O)N(C)Cc3cccc(F)c3)cc2NC1=O (stereo not drawn),128
Cc1cc(F)ccc1C(=O)Nc1ccc(CN2CCc3nc4cc(O)c(O)cc4cc32)cc1,99
Cc1nc(Nc2nc(-c3ccncc3)nc(C(Cl)(Cl)Cl)n2)sc1C,113
CC12OOC(c3ccccc31)c1c2ccc2ccccc12 (stereo not drawn),-64*
Cc1c(C)c(C)c(C)c(C)c1C,128
CCOC(=O)c1cc2c([nH]c1=O)-c1cnn(-c3ccc(OC)cc3)c1CC2,113
Oc1c(Cl)cc(Cl)cc1CNc1nccnn1,115
CCCn1c(=N)/c(=C(\N)O)s/c1=C(/C#N)C(=O)OCC,96
CCOC(=O)c1cc(Cl)c2c(ccc3ccccc32)n1,101
COC(=O)C1(C(C(=O)c2ccccc2)c2ccccc2)NC(=S)NC(=O)C1C#N (stereo not drawn),103
CN1CCC(OC(c2ccccc2)c2ccc(Cl)cc2)C1 (stereo not drawn),81
COc1ccc(C(=O)C[C@@]2(O)C(=O)Nc3c(Cl)ccc(Cl)c32)cc1,92
COc1cc(-c2nc3ccccc3s2)ccc1OCc1nc2n(n1)S(=O)(=O)c1ccccc1N2C,79
CCn1c(SCC(=O)Nc2ccc(-c3nc4ccccc4[nH]3)cc2)nc2ccccc2c1=O,0.5*
CCn1c(=N)sc2nc3ccccc3n2c1=O,93
